TRPN1 ag: zebrafish TRPN1 (NompC) channel agonism; HEK293 zebrafish TRPN1-YFP, Fluo-8 calcium fluorescence; 100% = response to 87 µM carbachol; activation, % at 3 µM; hit rate 0.18% among 220,000;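 active = activation above its plate's cutoff, the mean activation of test wells on that plate plus 3 SD, cut at about 19% in these data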;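 also: 0% = DMSO alone and 100% = 87 µM carbachol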
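Material: zebrafish TRPN1-YFP in HEK293 cells. Doses: one dose of 3 µM, 0.3% DMSO. Incubation: dye 1 h 37 °C plus 30 min RT. Measured by: intracellular calcium fluorescence with Fluo-8.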
CHOP inh: blocks CHOP induction under ER stress | CHO-K1 CHOP-promoter luciferase, tunicamycin-induced, 15-18 h | hit rate 3.8% among 220,000 | inhibition, % at 10 µM;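 active = compounds that reduced the stress-induced luciferase reporter signal by more than about 70% of percent inhibition, limit read from the data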;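 also: 0% = tunicamycin plus vehicle and 100% = wells without tunicamycin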
S1P4 ag: human S1P4 receptor agonism; O95977; S1P4-expressing cell line, agonist reporter assay; activation, % at 4.98 µM; hit rate 0.35% among 220,000; in the data active = activation above about 11%;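 also: 0% = DMSO vehicle and 100% = reference agonist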
NPY1 pot ag: human NPY-Y1 potentiation or agonism, primary screen; P25929; NPY-Y1 expressing cells, potentiator/agonist activation; activation, % at 3.6 µM; hit rate 0.37% among 220,000; in the data active = activation above about 33%, passing the limit was not always enough;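 also: cells stimulated with NPY at EC10 then isoproterenol at EC100; 0% = low agonist plus stimulus and 100% = saturating agonist plus stimulus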
NPY-Y2 PAM-ag: potentiates or activates human NPY-Y2 receptor. P49146. cells expressing NPY-Y2, potentiator/agonist read-out. activation, % at 3.6 µM. hit rate 0.45% among 220,000. AID 1359; in the data active = activation above about 27%;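 also: cells stimulated with NPY near EC25 plus isoproterenol at EC100; 0% = vehicle plus submaximal agonist and 100% = vehicle plus saturating agonist; some results beyond the cut were filed as inactive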
Target sequence (P49146 whole entry, looked up): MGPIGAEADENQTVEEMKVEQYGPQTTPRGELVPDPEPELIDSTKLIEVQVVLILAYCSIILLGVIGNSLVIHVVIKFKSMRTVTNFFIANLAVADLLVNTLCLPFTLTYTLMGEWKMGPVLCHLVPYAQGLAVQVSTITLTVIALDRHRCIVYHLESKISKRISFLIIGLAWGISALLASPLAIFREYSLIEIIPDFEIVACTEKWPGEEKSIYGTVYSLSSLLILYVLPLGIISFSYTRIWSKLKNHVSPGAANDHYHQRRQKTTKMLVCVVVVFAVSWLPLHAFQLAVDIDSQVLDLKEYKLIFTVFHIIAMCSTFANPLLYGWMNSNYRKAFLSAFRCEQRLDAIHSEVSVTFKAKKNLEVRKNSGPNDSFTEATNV
S1P4 antagonist: blocks the human S1P4 receptor. hit rate 0.26% among 220,000. S1P4-expressing cells, antagonist mode, reporter read-out. inhibition, % at 4.98 µM. O95977; in the data active = inhibition above about 29%;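 also: 0% = wells stimulated with agonist and 100% = vehicle wells without agonist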
NPY Y1 blocker: blocks the human neuropeptide Y Y1 receptor | P25929 | HEK293-CNG Y1 cells, membrane potential fluorescence; NPY at EC95, then isoproterenol | inhibition, % at 3.6 µM | hit rate 1% among 200,000 | AID 1040;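 active = inhibition above the campaign mean inhibition of all tested compounds plus 3 SD, cut at about 20% in these data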;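 also: 0% = DMSO wells given NPY plus isoproterenol and 100% = isoproterenol alone without NPY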
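Assay system: HEK293 Y1/CNG channel cell line; Doses: single compound dose of 3.6 µM, 0.4% DMSO; Timing: dye 3 h, compound 60 min room temperature, stimulation 45 min; Technique: Membrane-potential fluorescent dye readout; Measure: % inhibition of NPY effect.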
TRPML3 agonist: agonists of human TRPML3 channel; HEK293 TRPML3-YFP, Fluo-8 calcium fluorescence; 100% = the carbachol control signal; hit rate 0.29% among 220,000; activation, % at 3 µM; AID 1448;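 active = activation above its plate's cutoff, the mean activation of the plate's test wells plus 3 SD, cut at about 12% in these data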;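 also: 0% = DMSO only wells and 100% = carbachol wells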
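system = HEK293 cells stably carrying human TRPML3-YFP | doses = one concentration, 3 µM nominal, 0.3% DMSO | timing = dye loading 1 h 37 °C then 30 min ambient, 125 s read | detection = Fluo-8 calcium dye fluorescence, ex 470-495, em 515-575 nm | benchmarks = high control carbachol 87 µM, low control DMSO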
EP2 mod: modulators of human EP2 prostaglandin E2 receptor | P43116 | EP2-expressing cells, cAMP HTRF FRET, PGE2 co-stimulation | induction, % at 25 µM | hit rate 0.83% among 260,000;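 active = compounds whose cAMP rise, as percent of the full-agonist control response, exceeds 60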;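 also: rat C6 glioma line stably carrying human EP2 under a CMV promoter; the protocol text gives 20 µM as final concentration; 100% = response of wells given 1 µM PGE2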
Target sequence (P43116 whole entry, looked up): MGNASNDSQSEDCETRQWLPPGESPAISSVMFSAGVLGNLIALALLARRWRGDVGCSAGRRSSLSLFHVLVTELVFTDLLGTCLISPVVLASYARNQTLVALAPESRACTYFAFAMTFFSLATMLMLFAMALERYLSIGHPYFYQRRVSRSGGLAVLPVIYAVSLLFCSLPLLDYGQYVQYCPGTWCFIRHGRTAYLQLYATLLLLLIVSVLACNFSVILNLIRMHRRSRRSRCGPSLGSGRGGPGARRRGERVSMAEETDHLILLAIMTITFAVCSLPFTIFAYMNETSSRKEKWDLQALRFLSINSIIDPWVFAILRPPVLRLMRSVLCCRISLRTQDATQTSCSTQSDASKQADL
The depositor's hits bear a star; / = no result given; & = joins results of further samples. An unsorted share of the library (roughly 6.5% active in at least one column).

SMILES	TRPN1 ag	CHOP inh	S1P4 ag	NPY1 pot ag	NPY-Y2 PAM-ag	S1P4 antagonist	NPY Y1 blocker	TRPML3 agonist	EP2 mod
COc1ccc(C(=O)CSc2nn3c(=O)c(C(C)(C)C)nnc3s2)cc1	0.5	15.0	0.7	-8.4	2.0	2.3	6.5	0.5	35.1
CCCn1c(N)c(C(=O)CSc2nc3ccccc3n2CCC#N)c(=O)n(C)c1=O	0.4	-6.9	1.7	9.7	11.5	-19.6	7.3	-0.2	-11.2
COc1ccc(CN(Cc2cccn2C)S(=O)(=O)c2ccc(C)cc2)cc1	3.1	21.4	-1.3	-19.7	-23.2	11.2	/	2.1	72.3*
Cc1ccc(S(=O)(=O)Nc2nc(C)c(NC(=O)OCCCl)s2)cc1	-0.4	21.8	-0.2	-10.3	-11.4	8.8	1.7	0.5	12.9
Cc1c(C(=O)NCCSCc2c(F)cccc2Cl)cnn1-c1ccc(Cl)cc1	-1.4	8.7	2.9	-8.0	-4.8	-7.9	/	-0.7	-42.8
COC(=O)/C(=C\C(=O)c1ccc([N+](=O)[O-])cc1)Nc1ccc(OC)cc1	-0.4	10.5	1.1	19.1	-2.1	-5.7	/	0.8	-40.0
Nc1c(C=C2C=CC(=O)C=C2)c(=O)nc2snc(SCc3ccccc3)n12	0.1	6.0	0.8	12.9	-17.6	0.3	/	0.8	-38.6
CCCNC(=O)CCc1c(C)nc2nc(-c3cc(OC)cc(OC)c3)nn2c1C	0.3	2.3	0.8	10.8	14.1	1.8	-1.3	0.7	-15.3
O=C(Nc1cc2c3c(c1)C1CCCC1CN3CC1CCCC21)c1ccc([N+](=O)[O-])cc1 (configuration not stated)	-0.7	42.4	-3.6	18.8	3.2	7.0	-2.4	0.1	15.0
CN1CCN(CC(=O)NC2CCCCC2)CC1	1.5	14.7	-0.1	-6.4	-9.6	3.7	2.4	0.6	19.0
COCCn1c(C)cc(C(=O)Cn2nc(C(=O)O)c3ccccc3c2=O)c1C	1.7	-13.2	0.4	-6.1	-18.8	15.3	4.2	0.6	-33.5
CC(NC(=O)c1nn(C)c(=O)c2ccccc12)c1ccccc1 (configuration not stated)	-0.1	13.8	1.0	-14.0	-18.8	7.9	-1.5	-0.3	7.0
Cc1cc(C)c2nc(N3CCCC3)c(C#N)cc2c1	-0.3	23.8	0.2	-27.8	-12.6	-15.0	6.6	-0.6	50.5&48.9
CCC(c1c(C)n(C)n(-c2ccccc2)c1=O)c1c(C)n(C)n(-c2ccccc2)c1=O	-0.6	16.4	1.1	-12.9	-1.6	-1.8	2.0	0.0	12.4
Cc1cccc(NC(=O)NNC(=O)c2cc3ccccc3cc2O)c1C	0.9	19.4	0.4	-20.9	-5.0	6.0	24.0*	0.3	-34.6
Cc1cccnc1NC(=O)c1ccc2nc(N)sc2c1	0.3	22.0	-1.5	-3.9	23.8	-8.4	1.7	0.8	0.7
Cc1sc2nc(CN(C(=O)c3cccs3)C3CCCC3)[nH]c(=O)c2c1C	2.5	53.7	0.5	3.8	3.0	-2.0	0.8	0.6	43.4
Cc1ccc(S(=O)(=O)N2CCN(C(=O)c3ccccc3)CC2)cc1	-0.5	5.0	-0.9	-16.9	-2.0	-6.5	3.9	0.3	-30.6
CN(CC(=O)OCC(=O)Nc1ccccc1)S(=O)(=O)c1ccc(Cl)cc1	-3.8	21.1	-0.7	0.6	-3.8	-1.8	2.4	-0.4	8.7
NNC(=O)c1cc2c(ccc3ccccc32)o1	0.6	-8.6	1.6	4.9	-3.6	0.6	-1.9	0.4	-11.3
CCCS(=O)(=O)c1c(S(=O)(=O)CCC)c2c3ccccc3ccn2c1C(N)=O	-0.5	2.4	1.0	0.3	11.1	-49.2	-7.9	1.3	5.5
Cc1ccc(NC(=O)C2SC(=Nc3ccccc3)C(C(=O)Nc3ccc(Cl)cc3)=C2N)cc1 (configuration not stated)	1.0	28.1	0.7	0.4	-3.0	5.5	-1.2	0.5	-3.6
CC1CCCCC1NC(=O)C1CCN(S(=O)(=O)c2ccc(-n3cnnn3)cc2)CC1 (configuration not stated)	-1.6	14.2	-2.2	-19.4	2.4	-6.3	5.6	0.6	-23.6
COc1ccc(CNC(=O)c2cnc(C)cn2)c(OC)c1	0.9	6.2	1.5	-7.4	8.9	8.7	-2.4	0.7	-30.6
Cc1ccc(-c2cc(N)n(Cc3ccc(Cl)cc3)n2)cc1	5.3	24.0	2.1	-0.7	30.2	-18.7	-0.1	1.8	-26.0

More records follow:
SMILES	TRPN1 ag	CHOP inh	S1P4 ag	NPY1 pot ag	NPY-Y2 PAM-ag	S1P4 antagonist	NPY Y1 blocker	TRPML3 agonist	EP2 mod
CC(=O)N1c2ccccc2C(C)CC12CCCCC2 (configuration not stated)	-0.7	84.5*	1.2	12.5	4.1	-18.1	5.7	2.3	93.4*
NS(=O)(=O)c1ccc(S(=O)(=O)NCCc2ccccc2)cc1	0.1	-6.1	0.4	12.7	12.3	-8.8	5.7	0.5	-23.4
O=C(COc1ccc(Cl)cc1)NCc1nnc2c3ccccc3c(-c3ccccc3)nn12	-0.8	31.0	3.6	6.4	-4.5	-21.4	6.4	0.3	27.3
CCn1c(C)nc2cc(C(=O)OC)ccc21	2.1	-14.7	-0.1	19.6	-11.7	12.2	5.1	0.8	5.3
Cn1c(=O)[nH]c(=O)c2c1nc(NCCc1ccccc1)n2CC(O)COc1ccccc1 (configuration not stated)	-2.4	33.3	-0.1	-3.0	-17.7	0.4	1.7	-1.8	29.3
CC(=O)/C(C(=N)N1CCN(c2cccc(Cl)c2)CC1)=C(\C)O	-0.5	-5.3	3.0	3.6	3.7	-0.1	5.8	1.1	4.3
Cc1c(Br)c([N+](=O)[O-])nn1CC(=O)N1CCN(Cc2ccccc2)CC1	-0.8	-0.7	-2.1	-21.7	-8.0	-3.6	7.7	0.2	-10.2
CCOCCCNC(=O)C1CCN(S(=O)(=O)N2CCCC2)CC1	1.4	17.3	0.0	-4.1	-7.6	-10.0	-2.1	1.1	13.1
CCOC(=O)Cc1cnc(NC(=O)CSc2nc3ncnc(N)c3[nH]2)s1	0.5	9.2	0.6	-3.0	-4.4	-24.9	-1.1	0.6	-0.7
COc1ccc(N2CCN(C(CNC(=O)C3CCCCC3)c3cccnc3)CC2)cc1 (configuration not stated)	-1.4	/	2.2	9.2	11.0	-12.6	4.3	0.6	/
Cc1nsc(N)c1C(=O)O	0.7	19.1	0.9	10.4	4.2	-6.9	/	0.9	-10.0
CN(C)S(=O)(=O)c1cccc(NC(=O)COC(=O)C2(c3ccccc3F)CCCC2)c1	-0.5	42.1	-1.2	25.1	17.8	-9.9	-4.7	0.2	-7.5
O=C(O)CCCC(=O)Nc1ccc(Oc2cccc(C(F)(F)F)c2)nc1	0.9	-11.8	1.6	-5.3	8.6	3.0	/	0.0	1.7
CCOC(=O)Cn1c(=O)oc2cc(S(=O)(=O)N(C)c3cccc(C)c3)ccc21	2.1	-7.5	-1.1	19.8	1.4	15.1	/	1.0	-73.8
Cn1c(=O)c2c(ncn2CC(O)CNc2ccc(F)cc2)n(C)c1=O (configuration not stated)	4.2	14.4	-0.3	2.1	-2.2	9.9	/	1.6	-9.7
O=C(Oc1ccc(N(Cc2cccs2)C2=NS(=O)(=O)c3ccccc32)cc1)c1ccccc1Cl	0.8	52.8	1.7	9.3	9.9	-7.0	-0.8	0.4	18.5
O=C(c1ccc(=O)oc1)N1CCOCC1	1.9	22.2	-0.7	-9.1	5.3	-1.1	-0.8	0.4	22.0
CCOC(=O)CN(C(=O)COc1nc(C)cc(C)c1C#N)c1cccc(Cl)c1	-2.7	15.3	-1.5	-4.9	-27.3	-8.1	/	-1.9	12.6
Cc1c(Br)c([N+](=O)[O-])nn1CC(=O)Nc1ccccn1	0.1	18.1	-1.7	11.0	-5.6	2.5	4.2	0.1	45.4
CCOC(=O)C1=NNC2(c3ccc(C)cc3)C(=O)N(c3ccccc3)C(=O)C12 (configuration not stated)	1.4	10.8	0.6	7.1	1.6	6.1	/	0.1	-7.4
C=CCNCCOc1ccc(C(C)(C)c2ccccc2)cc1	-0.4	-26.4	2.1	-16.1	5.6	10.7	8.0	0.9	-33.7
CCN(C(=O)COc1ccccc1)c1nnc(-c2cccnc2)s1	-0.2	21.1	-2.2	6.4	13.3	-3.0	1.6	1.4	-22.1
COc1ccc2nc(NC(=O)CSc3nnnn3C3CCCCC3)sc2c1	-0.3	0.9	0.6	-0.8	-25.0	-13.9	16.9	0.2	-22.8&-5.0
CCOC(=O)c1cccc(NC(=O)CN(c2ccc(C)cc2)S(=O)(=O)c2c(C)n[nH]c2C)c1	-1.7	7.9	-0.2	19.9	0.3	14.7	-6.1	-0.5	-10.3
O=C(NNC(=O)C1COc2ccccc2O1)c1cccc([N+](=O)[O-])c1 (configuration not stated)	-0.5	16.3	-0.6	10.8	13.0	-8.2	-0.3	-0.1	0.6

(listing goes on)
SMILES	TRPN1 ag	CHOP inh	S1P4 ag	NPY1 pot ag	NPY-Y2 PAM-ag	S1P4 antagonist	NPY Y1 blocker	TRPML3 agonist	EP2 mod
CCN1CCN(C(=O)Cn2cnc3sc(C)c(S(=O)(=O)N4CCN(c5ncccn5)CC4)c3c2=O)CC1	0.6	7.3	-1.2	1.6	0.9	4.3	-2.0	1.9	4.8
COc1ccc(C2C(C(=O)c3sc(C)nc3C)=C(O)C(=O)N2CCCn2ccnc2)cc1OC (configuration not stated)	1.9	-2.1	-1.8	11.9	16.7	-3.8	0.7	0.5	16.9
Cc1ccc(Nc2nc(N)nc(CN3CCN(Cc4ccc5c(c4)OCO5)CC3)n2)cc1Cl	-0.1	50.9	1.2	-57.4	-15.0	-6.8	17.3	0.9	-58.5
CCc1ccc2c(c1)cc(CN(C(=S)Nc1ccccc1)C1CC1)c1nnnn12	-0.2	6.9	-0.7	7.2	-6.9	-2.0	-1.8	0.3	10.4
O=S(=O)(c1ccc(N2CCOCC2)nc1)N(Cc1ccccn1)Cc1ccccn1	1.2	-2.4	0.5	-1.5	-10.6	4.8	/	1.1	-35.7
O=C(O)Cc1ccc(Nc2cnn(C34CC5CC(CC(CC(=O)O)(C5)C3)C4)c(=O)c2Cl)cc1	1.0	12.4	1.3	1.9	-9.3	3.2	/	0.2	18.8
O=C1Nc2ccccc2N=C(c2ccccc2)c2ccccc21	-1.8	-8.0	0.7	27.2	40.6*	-4.3	/	-0.8	-6.0

In the list so far, four have a COOH group:
SMILES	TRPN1 ag	CHOP inh	S1P4 ag	NPY1 pot ag	NPY-Y2 PAM-ag	S1P4 antagonist	NPY Y1 blocker	TRPML3 agonist	EP2 mod
COCCn1c(C)cc(C(=O)Cn2nc(C(=O)O)c3ccccc3c2=O)c1C	1.7	-13.2	0.4	-6.1	-18.8	15.3	4.2	0.6	-33.5
Cc1nsc(N)c1C(=O)O	0.7	19.1	0.9	10.4	4.2	-6.9	/	0.9	-10.0
O=C(O)CCCC(=O)Nc1ccc(Oc2cccc(C(F)(F)F)c2)nc1	0.9	-11.8	1.6	-5.3	8.6	3.0	/	0.0	1.7
O=C(O)Cc1ccc(Nc2cnn(C34CC5CC(CC(CC(=O)O)(C5)C3)C4)c(=O)c2Cl)cc1	1.0	12.4	1.3	1.9	-9.3	3.2	/	0.2	18.8
